Arrestin-AP2 inh: human beta-arrestin and AP2 interaction inhibition | 340,000 compounds, 0.31% hits | inhibition, % at 10 µM | AID 504490 | FITC-arrestin peptide / GST-AP2 beads, flow cytometry; AP2 beta2 appendage carries R879A mutation;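 active = inhibition above a set limit, near 3 SD of compounds lacking own fluorescence, cut at about 54% in these data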;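 also: plate controls were DMSO wells for no effect and 5 µM unlabelled arrestin peptide for full effect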
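Material – AP2 appendage R879A on GSH beads · Buffer or medium – PBS with 0.05% Tween 20 and 0.1% BSA · Probe or stimulus – fluorescein-tagged arrestin peptide at 50 nM final · Incubation – compound with beads 12 min RT, then probe 1 h RT · Detection – high-throughput flow cytometry of beads, ex 488, em 535 nm · Evaluation – percent response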
NSD2 inh: inhibitors of human histone methyltransferase NSD2; AID 743445; 310,000 compounds, 0.54% hits; O96028; NSD2 peptide methylation, AlphaScreen, 120 min; inhibition, % at 12.5 µM; in the data active = inhibition above about 50%
DAGLB inh: diacylglycerol lipase beta (human) inhibition | Q8NCG7 | inhibition, % at 5.17 µM | 340,000 compounds, 0.059% hits | HEK293T DAGLB membrane lysate, EnzChek fluorogenic substrate; in the data active = inhibition above about 34%;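 also: 0% = enzyme with vehicle and 100% = wells lacking enzyme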
Keap1-Nrf2 PPI: disrupts human Keap1 binding to Nrf2 peptide. Q14145. Keap1 Kelch-Nrf2 peptide fluorescence polarization, 1536-well. inhibition, % at 9.4 µM. 340,000 compounds, 0.15% hits; in the data active = inhibition above about 12%;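 also: human Keap1 Kelch domain with fluorescein labeled Nrf2 9mer peptide probe; 0% = neutral control wells and 100% = peptide positive control; higher means more block of Keap1 binding to Nrf2 peptide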
Target sequence (Q14145 whole entry, looked up, the tested form may be a part): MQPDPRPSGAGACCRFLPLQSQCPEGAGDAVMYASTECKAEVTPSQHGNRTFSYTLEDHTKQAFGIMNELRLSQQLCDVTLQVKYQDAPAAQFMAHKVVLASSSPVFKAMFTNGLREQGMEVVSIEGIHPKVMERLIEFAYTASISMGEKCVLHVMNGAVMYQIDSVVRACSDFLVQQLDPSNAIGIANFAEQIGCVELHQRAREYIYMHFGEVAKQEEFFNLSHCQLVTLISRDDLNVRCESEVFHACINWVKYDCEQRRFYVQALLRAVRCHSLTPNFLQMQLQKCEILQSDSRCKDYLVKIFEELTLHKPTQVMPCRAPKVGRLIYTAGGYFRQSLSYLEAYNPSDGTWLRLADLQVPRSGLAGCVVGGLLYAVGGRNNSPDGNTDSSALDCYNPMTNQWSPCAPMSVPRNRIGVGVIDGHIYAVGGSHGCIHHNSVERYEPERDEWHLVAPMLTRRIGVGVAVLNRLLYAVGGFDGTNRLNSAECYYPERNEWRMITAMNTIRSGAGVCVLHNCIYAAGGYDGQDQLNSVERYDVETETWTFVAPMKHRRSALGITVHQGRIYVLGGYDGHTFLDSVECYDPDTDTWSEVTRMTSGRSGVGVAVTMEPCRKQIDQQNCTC
C-LANA FP: blocks KSHV LANA C-terminal domain binding to DNA; inhibition, % at 9 µM; MBP-C-LANA/FAM-LBS DNA binding, fluorescence polarization; 340,000 compounds, 0.078% hits;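 active = highest replicate inhibition at or above 60% at 9 µM, even if other replicates fall short; inactive = all replicates below 60% inhibition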;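 also: 0% = neutral control wells and 100% = 4 µM acridine orange control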
Pemphigus Ab inh: inhibitors of pemphigus antibody binding to human desmoglein-3; binding (percent of control), % at 10 µM; 310,000 compounds, 0.48% hits; DSG3-coupled beads, scFv-anti-DSG3-GFP binding, flow cytometry; active compounds read low;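 active = binding more than 3 SD below its plate's average and above zero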;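 also: hits lower antibody fragment binding to DSG3; some compounds called inactive have numbers as strong as hits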
V-ATPase pHluor: alters yeast V-ATPase proton transport; response, % at 10 µM; S. cerevisiae, pHLuorin cytosolic pH fluorescence; 350,000 compounds, 0.37% hits; in the data active = response mostly above about 7.3%, no sharp cut-off; inactive = mostly below about 5.4%; also: actives read high; inactives centre near 0; some compounds called inactive have numbers as strong as hits
Cardiac RTF inh: cardiac RTF calcium desensitization; P19429+P45379; AID 493244; inhibition, % at 7.15 µM; 340,000 compounds, 0.12% hits; IANBD-labeled cardiac RTF, Ca2+ fluorescence;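 active = inhibition above the mean inhibition of all tested compounds plus 3 SD, cut at about 17% in these data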;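 also: assay run at fixed EC70 calcium of 1.6 mM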
CAL PDZ FP-1: blocks peptide binding to the human CAL PDZ domain; inhibition, % at 24.9 µM; purified CAL PDZ, TMR-peptide fluorescence polarization, 1 h; AID 602252; 300,000 compounds, 0.92% hits;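 active = mean inhibition of at least 30% with at least half of replicates also reaching 30%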;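 also: 0% = DMSO neutral control and 100% = excess unlabeled competitor peptide PRC23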
CAL PDZ FP-2: blocks peptide binding to human CAL PDZ domain; Q9HD26; inhibition, % at 20 µM; AID 504414; 330,000 compounds, 0.02% hits; purified CAL PDZ, TMR-peptide fluorescence polarization, 1 h;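 active = highest replicate inhibition of at least 40%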;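 also: plate controls were DMSO neutral control wells for no effect and unlabeled competitor peptide control wells for full effect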
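Material – purified CerCALP PDZ construct · Detection – FP readout, S and P plane fluorescence · Measure – percent inhibition from loss of millipolarization · Controls – unlabelled peptide for full inhibition, DMSO wells as neutral · Probe or stimulus – TMR-labelled reporter peptide T*-PRC34 bound in PDZ groove · Times – 1 h at RT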
Starred values were filed as active, the others as inactive; nt = not tested or not shown.

Compound	Arrestin-AP2 inh	NSD2 inh	DAGLB inh	Keap1-Nrf2 PPI	C-LANA FP	Pemphigus Ab inh	V-ATPase pHluor	Cardiac RTF inh	CAL PDZ FP-1	CAL PDZ FP-2
CCn1c(=O)n(CC(=O)Nc2cccc(OC)c2)c(=O)c2ccccc21	0	2	-5	0	0.1	108	-4	-2	18	0.5
NS(=O)(=O)c1ccc(CCNC(=O)C2CCCO2)cc1 (stereo not given)	4	-1	-1	1	0.8	108	-2	-17	-3	1.6
CC(=O)Nc1ccc2nc(NC(=O)CS(=O)(=O)c3ccccc3)sc2c1	-22	-1	3	-1	-0.3	106	5	-2	-3	-3.7
O=[N+]([O-])c1cccc(C=NNc2ccc3ccccc3n2)c1O	-4	nt	28	4	1.1	93	1	2	-7	1.1
COc1ccc(/C=N/NC(=O)c2cccc(Br)c2)cc1Cn1cc(Cl)cn1	9	0	-2	-7	2.1	101	-1	-9	-10	-8.6
Cc1ccc(Cl)cc1N1CCN(C(=O)C2(S(=O)(=O)c3ccc(Cl)cc3)CC2)CC1	21	nt	-3	5	-1.6	93	-1	-1	0	-1.4
CN(CCOc1ccc(Cl)cc1)C(=O)CNS(=O)(=O)c1ccc(N(C)C)c([N+](=O)[O-])c1	10	2	11	-5	0.9	104	4	-18	-1	-1.6
Cc1ccc2c(c1)-c1c(cnn1CC(=O)Nc1ccccc1N1CCN(C)CC1)CO2	25	nt	0	-2	0.0	118	3	-3	-3	-2.8
N#CCC(=O)Nc1ccc(C(=O)Nc2cccc(S(=O)(=O)N3CCCC3)c2)cc1	nt	1	-3	nt	nt	100	0	nt	nt	nt
COC(=O)C1=C(C)NC(=O)NC1c1ccc(-c2ccc(Cl)cc2)o1 (stereo not given)	12	-12	2	-6	0.0	101	-2	-9	3	-0.7

Some of the entries so far, with each value named.
mol: CCn1c(=O)n(CC(=O)Nc2cccc(OC)c2)c(=O)c2ccccc21
  Arrestin-AP2 inh = 0 | NSD2 inh = 2 | DAGLB inh = -5 | Keap1-Nrf2 PPI = 0 | C-LANA FP = 0.1 | Pemphigus Ab inh = 108 | V-ATPase pHluor = -4 | Cardiac RTF inh = -2 | CAL PDZ FP-1 = 18 | CAL PDZ FP-2 = 0.5

mol: NS(=O)(=O)c1ccc(CCNC(=O)C2CCCO2)cc1 (stereo not given)
  Arrestin-AP2 inh = 4 | NSD2 inh = -1 | DAGLB inh = -1 | Keap1-Nrf2 PPI = 1 | C-LANA FP = 0.8 | Pemphigus Ab inh = 108 | V-ATPase pHluor = -2 | Cardiac RTF inh = -17 | CAL PDZ FP-1 = -3 | CAL PDZ FP-2 = 1.6

mol: CC(=O)Nc1ccc2nc(NC(=O)CS(=O)(=O)c3ccccc3)sc2c1
  Arrestin-AP2 inh = -22 | NSD2 inh = -1 | DAGLB inh = 3 | Keap1-Nrf2 PPI = -1 | C-LANA FP = -0.3 | Pemphigus Ab inh = 106 | V-ATPase pHluor = 5 | Cardiac RTF inh = -2 | CAL PDZ FP-1 = -3 | CAL PDZ FP-2 = -3.7

mol: O=[N+]([O-])c1cccc(C=NNc2ccc3ccccc3n2)c1O
  Arrestin-AP2 inh = -4 | NSD2 inh = nt | DAGLB inh = 28 | Keap1-Nrf2 PPI = 4 | C-LANA FP = 1.1 | Pemphigus Ab inh = 93 | V-ATPase pHluor = 1 | Cardiac RTF inh = 2 | CAL PDZ FP-1 = -7 | CAL PDZ FP-2 = 1.1

Additional compounds:
Compound	Arrestin-AP2 inh	NSD2 inh	DAGLB inh	Keap1-Nrf2 PPI	C-LANA FP	Pemphigus Ab inh	V-ATPase pHluor	Cardiac RTF inh	CAL PDZ FP-1	CAL PDZ FP-2
COc1ccc(CNC(=O)c2ccc(C(C)(C)C)cc2)cc1	-5	-2	-3	4	1.9	119	-3	5	-3	-0.6
CCOC(=O)c1ccc(NC(=O)C2(N3C(=O)c4ccccc4C3=O)CCCC2)cc1	-2	-1	-2	-5	0.2	127	1	-4	1	0.4
O=C(c1cccc(F)c1F)N1CCCC1	7	-4	0	-1	0.1	92	-2	-8	nt	-0.2
COc1ccc(NC(=O)N2CCN(S(C)(=O)=O)CC2)cc1OC	-3	0	2	-5	-0.3	108	6	-1	nt	0.0
CC(=O)N1CC2(NC(=O)c3ccccc3N2)c2ccccc21 (stereo not given)	8	nt	2	-2	0.3	100	-3	-4	nt	-0.1
CCC(C)N(C(=O)CSc1nc(C)nc2ccccc12)C1CCS(=O)(=O)C1 (stereo not given)	-1	1	1	-12	0.6	99	-5	-5	-2	-0.1
Cc1cc2cc(CNC(=O)c3ccc(Br)o3)ccc2n1C	28	nt	2	-1	-0.2	63	-5	-8	25	-0.6
Cc1ccc(C)c(NC(=O)COc2coc(CN3CCc4ccccc4C3)cc2=O)c1	-3	-1	1	-3	1.8	93	5	-11	nt	-0.5
CC12CC3CC(C)(C1)CC(C(=O)Nc1nncs1)(C3)C2	22	-2	0	-2	-3.2	100	-2	-8	-1	-0.2
CC1CC(C)CN(S(=O)(=O)c2ccc3c(c2)oc(=O)n3CC(=O)NCCCOC(C)C)C1 (stereo not given)	-3	-1	-3	1	-0.4	100	1	-2	-4	-0.3
COc1cccc(/C=C/C(=O)NNC(=O)c2ccco2)c1OC	28	-2	-6	-1	-0.5	106	-1	-7	-5	-0.2
COc1ccc(NC(=O)CN(C)CC(=O)NCC2CCCCC2)cc1	-12	0	1	2	-0.5	93	0	-11	-4	-2.4
CNC(=O)C1CCC(=O)N1Cc1ccccc1Cl (stereo not given)	5	nt	1	-1	-1.4	102	-3	-3	4	-0.4
Cc1ccc(N2C(=O)NC(NC(=O)C3CC3)(C(F)(F)F)C2=O)cc1 (stereo not given)	-1	-5	0	-2	-0.6	129	-4	-6	-4	-1.9
Cc1cccc(-n2ncc3c(N4CC(C)CC(C)C4)ncnc32)c1 (stereo not given)	2	nt	-15	-3	0.1	99	6	-3	nt	-0.9
O=C(C[n+]1cccc(Br)c1)c1cccs1	-4	1	0	-3	-3.7	107	-1	0	5	-1.4
Cc1cc(-c2ccccc2C(=O)O)on1	-2	-2	5	-7	-0.8	111	2	-5	1	-1.8
CCOCCOC(=O)CCSc1n[nH]c(=O)[nH]c1=O	-1	nt	-1	-5	0.2	99	1	-10	-1	0.6
CC(=O)N1CCN(C(=O)CCc2nc3ccccc3c(=O)[nH]2)CC1	-9	-2	2	-4	0.2	102	-1	-3	-2	nt
COCCNC(=O)c1onc(CSc2ccccc2F)c1C(=O)O	0	nt	0	3	-0.4	104	4	-9	-2	-0.5
COC(=O)Nc1ncc(CN2CCc3ccccc3C2)s1	-2	2	3	1	1.0	116	-2	-6	11	-1.8
O=C(Cc1cccs1)NC(Cc1c[nH]c2ccccc12)C(=O)O (stereo not given)	0	0	0	-6	-1.6	nt	3	4	nt	0.1
CCC(C)NC(=O)COC(=O)c1ccccc1OCC(=O)Nc1ccc(Br)cc1 (stereo not given)	nt	-2	-1	-8	-0.3	112	1	0	-3	-2.2
Cc1ccc(C(=O)NCc2ccc(F)cc2)s1	-1	0	-3	6	1.0	111	0	-9	nt	-0.5
CCOc1cc(N2CCOCC2)c(OCC)cc1NC(=O)COC(=O)CCOc1cc(C)ccc1C	-17	2	-1	-1	1.8	102	8	-2	-11	-1.9
Cc1ccc(Cl)cc1NS(=O)(=O)Cc1ccccc1	5	-1	-3	-2	1.6	100	0	-6	-4	-0.9
CCOc1ccc(-c2nnc(NC(=O)C3CCCC3)o2)cc1	24	-4	0	-1	0.4	116	-6	-7	9	-3.7
Cc1ccc(NC(=O)c2cc(N3C(=O)C=CC3=O)ccc2N2CCOCC2)cc1Cl	-2	-2	5	-8	-1.3	nt	-2	-8	-7	0.3
COc1cc(OC)c(OC)cc1/C=C/C(=O)c1ccc(NS(=O)(=O)c2ccc(C)cc2)cc1	-4	-1	-2	-5	0.1	97	-4	-29	-1	-0.5
CC(C)(C)c1cnnn1-c1ccc(-c2csc(N)n2)cc1	-6	3	1	-6	1.0	98	0	0	-1	-2.6

More results.
canonical_smiles,Arrestin-AP2 inh,NSD2 inh,DAGLB inh,Keap1-Nrf2 PPI,C-LANA FP,Pemphigus Ab inh,V-ATPase pHluor,Cardiac RTF inh,CAL PDZ FP-1,CAL PDZ FP-2
CCC(/C=C1\Sc2ccc(OC)cc2N1CCO)=C\c1sc2ccc(OC)cc2[n+]1CCO,77*,22,11,-5,-2.4,-40*,-3,5,-13,-8.5
COC(=O)c1cc2ccsc2n1CC(=O)N1CCCc2ccccc21,-11,5,-8,-5,-1.2,99,-5,2,-2,-0.3
O=c1cc(CSc2nnnn2-c2ccccc2)nc(Nc2ccc(F)cc2)[nH]1,-1,2,2,-2,-1.6,100,-1,-1,-3,-1.8
c1ccc2c3c([nH]c2c1)CCNC3,-11,1,-1,-3,-2.1,101,0,-8,1,nt
C(=N\Nc1nc(-c2cccnc2)nc2ccccc12)/c1ccccc1,17,-1,nt,nt,nt,98,-1,nt,nt,nt
Cc1ccc(Sc2ccc(C(=O)N3CCOCC3)cc2[N+](=O)[O-])cc1,-6,11,-2,1,2.0,97,1,-12,-3,-1.0
COc1cccc(NC(=S)N2CCCC2c2ccc(OC)c(OC)c2)c1 (stereo not given),-5,nt,1,-4,-0.6,87,1,2,0,-1.0
Cc1cc(C)n(C(=O)c2ccc(C)o2)n1,12,15,1,4,1.3,54,2,-7,1,-2.5
O=C(Nc1cccc2cccnc12)c1cc(F)c(F)cc1Cl,3,0,-15,1,-1.7,116,-2,-3,-4,-1.1
Cc1ccccc1-c1n[nH]c(=S)n1C,-8,-2,-2,-5,-1.0,89,1,-2,0,-2.1
Cc1cc(NC(=O)COC(=O)Cn2[nH]c(=O)c3ccccc3c2=O)c([N+](=O)[O-])cc1C,6,-1,-2,2,-3.0,95,-5,-4,-7,-1.1
COc1cccc(C2Nc3ccc4ccccc4c3C3=C2C(=O)CCC3)c1O (stereo not given),-9,-1,2,-5,-3.1,92,1,-3,-13,1.1
COCCCNC(=O)Cn1cnc2c(NCc3ccccc3)ncnc21,10,nt,2,0,2.1,102,4,-7,-2,0.8
COc1ccc2cc(C(=O)O)ccc2c1,0,0,0,-3,-2.0,101,-2,-5,-6,-0.1
Cc1ccccc1NC(=O)NC1CCS(=O)(=O)C1 (stereo not given),-3,-8,2,4,0.8,104,5,-2,-3,-1.7

Assay outcomes from PubChem BioAssay.

The list is partial; the hit share may differ from the screen's.
